# Screening results deposited in PubChem by National Center for Advancing Translational Sciences (NCATS).
# MCF10A rerep = A quantitative high throughput screen for small molecules that induce DNA re-replication in MCF 10a normal breast cells | MCF 10A DNA re-replication, Hoechst nuclear intensity, 48 h | Potency, µM (top dose mostly 46.1 µM), without a hit: top-dose activity, positive = re-replication, most hits filed as activators | 350,000 tested, 2.9% active | AID 624296, 2012; also: potency is read from the fitted curve at half-maximal effect; % of control where 0% means no effect; nearly all actives have a fitted effect of over 50% in size
# HT1080 IDH1KD tx = qHTS for induction of synthetic lethality in tumor cells producing 2HG: qHTS for the HT-1080-IDH1KD cell line | Potency, µM (doses to about 46.1 µM), for the others: at the top dose activity, negative = toxicity, actives largely listed as cytotoxic | AID 686971, 2013 | 360,000 tested, 2% active | HT-1080 IDH1 knockdown viability, ATP luminescence, 48 h;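 also: potency is read from the fitted curve at half-maximal effect; 0% = DMSO wells and -100% = cell-free medium wells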
#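 Viability of IDH1-knockdown HT-1080 fibrosarcoma cells was assessed by CellTiter-Glo after 48 h at 37 °C with titrated compound; concentration-effect curves were classified by fit quality and response size.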
# HepG2 viability = qHTS for Inhibitors of TGF-b: Cytotox Counterscreen; Potency, µM (highest dose often 46.1 µM), for inactives: top-dose activity change, negative = cytotoxicity, hits mostly cytotoxic; AID 588856, 2011; 410,000 tested, 0.76% active; HepG2 CAGA-GFP viability, ATP luminescence, 18 h; also: potency is read from the fitted curve at half-maximal effect; some results filed as inactive show a strong effect at the top dose
#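 HepG2 CAGA-GFP cells (1000/well, DMEM with 1% FBS) received compound, then TGF-beta at 500 pg/mL final, and were incubated 18 hours at 37 degrees C. Viability was read by CellTiter-Glo luminescence. Media-only wells were set as complete cell-killing and DMSO as no toxicity.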
# KB-3-1 tox = qHTS assay for MDR1-selective chemotherapeutics: Primary screen using the parental adenocarcinoma cell KB-3-1 | KB-3-1 viability, CellTiter-Glo ATP luminescence, 72 h | Potency, µM (top dose mostly 46.1 µM), without a hit: top-dose activity change, negative = cytotoxic, hits mostly cytotoxic | AID 1347075, 2019 | 400,000 tested, 1.4% active; also: potency is read from the fitted curve at half-maximal effect; % is scaled to controls: 0 for no effect and ±100 for the full control effect; nearly all actives have a fitted effect of over 60% in size
#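 KB-3-1 parental drug-naive adenocarcinoma cells in DMEM/10% FBS, incubated 72 h at 37 C with pin-transferred compounds across a concentration series. Viability by CellTiter-Glo luminescence; concentration-response curves fitted after normalization.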
# HT1080NT lethal = qHTS for induction of synthetic lethality in tumor cells producing 2HG: qHTS for the HT-1080-NT fibrosarcoma cell line | HT-1080-NT fibrosarcoma viability, CellTiter-Glo ATP luminescence, 48 h | 360,000 tested, 1.6% active | Potency, µM (series often up to 46.1 µM), for inactives: at the highest dose activity, negative = less viability, most hits filed as cytotoxic;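 also: NT is the 2HG producing partner of a matched IDH1 knockdown line; potency is read from the fitted curve at half-maximal effect; 0% = DMSO-treated cells and -100% = media-only wells without cells; nearly all actives have a fitted effect of over 55% in size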
#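 A 48-hour cytotoxicity screen used HT-1080-NT cells plated 2 hours before compound delivery. ATP-based CellTiter-Glo luminescence measured viability, normalized to DMSO and no-cell controls.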
# S2 tox = Viability Counterscreen for Primary qHTS for Inhibitors of ATXN expression | S2 cells (HEK-293 line with an ATXN2-luciferase reporter) viability, CellTiter-Fluor protease fluorescence, 24 h | Potency, µM (titrated, usually from 56.7 µM), usual class: cytotoxic | 400,000 tested, 0.49% active; also: potency is read from the fitted curve at half-maximal effect; nearly all actives have a fitted effect of over 40% in size
# SW480 rerep = A quantitative high throughput screen for small molecules that induce DNA re-replication in SW480 colon adenocarcinoma cells. AID 624297, 2012. Potency, µM (doses to about 46.1 µM), for inactives: top-dose re-replication activation, most hits filed as activators. 340,000 tested, 1.8% active. SW480 DNA re-replication, Hoechst DNA content imaging, 48 h; also: potency is read from the fitted curve at half-maximal effect; % of control where 0% means no effect; nearly all actives have a fitted effect of over 55% in size
#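 DNA re-replication was detected as more nuclei of elevated Hoechst intensity after 48 hr exposure to compound (23 nL pinned per well of 250 cells).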
# IL1B secr inh = qHTS for Inhibitors of Inflammasome Signaling: IL-1-beta AlphaLISA Primary Screen | THP-1 LPS/ATP IL-1B secretion, AlphaLISA, 16 h; active compounds read low | 360,000 tested, 4.7% active | AID 743279, 2014 | activity change, % at 57.5 µM; in the data active = activity change below about -50%; inconclusive = mostly about -30% to -49%; also: % is scaled to controls: 0 for no effect and ±100 for the full control effect
#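 THP-1 cells pretreated 1 hr with compounds (up to 57.5 uM final), then stimulated with LPS (250 ng/mL final) plus ATP (1.25 mM final); secreted IL-1B measured by AlphaLISA after 16 hr, decreased signal indicating inhibition.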
# ATXN2 expr inh = Primary qHTS for Inhibitors of ATXN expression; HEK-293 ATXN2-luciferase reporter, luminescence, 24 h; Potency, µM (titrated, usually from 57 µM), without a hit: at the top dose activity change, negative = inhibition, hits mostly inhibitors; 360,000 tested, 0.72% active; also: potency is read from the fitted curve at half-maximal effect; % is scaled to controls: 0 for no effect and ±100 for the full control effect; nearly all actives have a fitted effect of over 55% in size
#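 qHTS (up to 57 uM final) was run with 24 h compound exposure of reporter cells at 37 °C. Each well was multiplexed: SteadyGlo luminescence measured ATXN2-luciferase expression after a fluorogenic Gly-Phe-AFC viability readout (25 uM final).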
# Starred values were filed as active, the others as inactive; i = inactive; ? = inconclusive; · = not tested or not shown; [ ] = remark or other dose. Unless noted, calls follow the shape of the dose curve; as a rule, active = well fitted curve in the direction sought with a large enough effect; inconclusive = small, poorly fitted or top-dose-only effect, or another doubt; inactive = no such curve, though single readings can be large; an effect the other way counts as inactive or inconclusive. Only part of the results is shown; count on the stated rates, not on these rows.
SMILES	MCF10A rerep	HT1080 IDH1KD tx	HepG2 viability	KB-3-1 tox	HT1080NT lethal	S2 tox	SW480 rerep	IL1B secr inh	ATXN2 expr inh
CC(C)(C)NC(=O)C1CC2CCCCC2CN1 (stereo not given)	-12.3%	13.7%	-5.1%	10.8%	0.4%	i	2.5%	2.0	-7.9%
O=c1[nH]c(O)c(/C=C2\C=Nc3ccc(OCc4ccccc4)cc32)c(=O)[nH]1	?	-6.5%	-2.2%	1.2%	-23.1%	i	20.6µM*	18.0	-30.2%
CN1CCc2c(C#N)c(Cl)nc(Cl)c2C1	?	0.1%	-3.0%	-0.8%	-18.8%	i	2.31µM*	45.4	·
CC(C)[C@]12CC(=O)[C@H](C)[C@H]1C2	-3.7%	8.9%	-1.4%	0.0%	24.4%	i	-7.2%	13.4	3.5%
CCC(=NCCO)c1c(O)n(-c2ccccc2)c(=O)[nH]c1=O	-5.0%	-1.2%	-5.1%	-11.7%	-0.9%	i	-7.2%	-18.7	-0.4%
CC(CC(C#N)(c1ccccc1)c1ccccc1)N1CCCCC1 (stereo not given)	2.0%	7.1%	-4.1%	-0.9%	1.5%	i	-1.4%	-2.3	0.0%
CC(C)(C)c1ccc(C(=O)Nc2ccc(NC(=O)c3ccco3)cc2)cc1	13µM*	10µM*	-39.5%	7.5%	10µM*	i	?	6.9	?
CC(=O)Nc1ccc(S(=O)(=O)N2CCSC2c2ccc(C)cc2)cc1 (stereo not given)	?	-25.4%	-23.6%	-18.1%	-14.6%	i	-4.3%	-2.2	-12.6%
C=CCN(CC=C)Cc1c[nH]c2ccccc12	2.9%	-4.9%[9.24 µM]	0.7%	-19.2%	-18.5%	i	0.3%	40.2	-1.3%
Cc1ccc(Sc2ccc(C=C3C(=O)N(C)C(=O)N(C)C3=O)o2)cc1	0.0%	13.3%	-0.5%	2.5%	25.2%	i	-2.8%	-12.1	8.3%
COC(=O)C1=C(c2cc3ccccc3s2)C[C@@H]2CC[C@H]1N2C(=O)N1CCCCC1	18.4µM*	8.2µM*	-7.2%	25.9µM*	?	?	?	16.3	-31.5%
CCOc1cc2c(cc1OCC)-n1cccc1C(c1cc(C)c(OC)cc1C)NC2 (stereo not given)	?	-16.1%	-32.6%	0.0%	-19.8%	?	?	-15.6	·
c1ccc2c(c1)CC1CNCc3cccc(c31)S2 (stereo not given)	-4.7%	-3.9%	-30.5%	-0.1%	-0.3%	i	0.6%	-3.5	-18.2%
CC(C)(C)OC(=O)c1ncn2c1[C@@H]1CCCN1C(=O)c1c(Br)cccc1-2	14.2%	·	·	·	·	i	0.8%	·	6.6%
C[C@]12CCC3C(CCC4=C/C(=N/OCC(=O)NC(CCC(=O)O)C(=O)O)CC[C@@]43C)C1CCC2O (stereo not given in full)	-0.5%	14.9%	-8.2%	-12.0%	14.0%	i	-6.8%	31.1	-0.8%
Cc1c(C(=O)N2CCC3(CC2)OCCO3)sc2ncnc(N(C)c3ccccc3)c12	?	2.8%	-28.0%	6.2%	-12.9%	i	1.4%	-9.1	-7.4%
CN1CC(C(=O)c2ccc([N+](=O)[O-])cc2)C(c2ccc(Cl)cc2)C1 (stereo not given)	-8.0%	-24.4%	-10.4%	-2.8%	-2.1%	i	-0.9%	·	0.0%
CC(C)(C)C(=O)c1cn(CC(=O)NCc2ccco2)c2ccccc12	0.2%	1.8%	-20.5%	-3.4%	0.8%	i	0.2%	-3.6	39.8%[activator]
COc1cccc(-c2nn(CCC#N)cc2C(=O)Nc2ccccc2Cl)c1	28.9%	-16.7%	-22.3%	?	-14.0%	i	5.1%	31.5	·
CC(C)CNC(=O)c1c(N)n(Cc2ccco2)c2nc3ccccc3nc12	6.51µM*	?	-87.3%	?	?	·	20.6µM*	-72.8*	?
C[C@@H]1CN([C@@H](C)CO)C(=O)c2cccc(NC(=O)c3ccncc3)c2O[C@@H]1CN(C)Cc1ccc(-c2ccccc2)cc1	8.6%	-3.1%	-22.7%	-10.6%	-1.2%	i	?	?	?
Cc1ccc(-n2c(O)c(C=Nc3ccc(S(N)(=O)=O)cc3)c(=O)[nH]c2=O)cc1	-10.0%	19.4%	-5.2%	1.0%	26.1%	i	-8.9%	14.7	3.9%
CCN1CCN(c2ccc(N)c(C)c2)CC1	-4.0%	-3.3%	15.9%	-1.8%	-2.3%	i	1.0%	-10.3	-16.8%
CN1C(=O)C(=Cc2ccc(N3CCOCC3)o2)C(=O)N(C)C1=O	?	18.8%	-3.6%	-4.7%	23.1%	i	-6.8%	11.6	18.2%

# In another format: results already given
# Every second line gives: MCF10A rerep | HT1080 IDH1KD tx | HepG2 viability | KB-3-1 tox | HT1080NT lethal | S2 tox | SW480 rerep | IL1B secr inh | ATXN2 expr inh
COc1cccc(-c2nn(CCC#N)cc2C(=O)Nc2ccccc2Cl)c1
  28.9% | -16.7% | -22.3% | ? | -14.0% | i | 5.1% | 31.5 | ·
Cc1ccc(-n2c(O)c(C=Nc3ccc(S(N)(=O)=O)cc3)c(=O)[nH]c2=O)cc1
  -10.0% | 19.4% | -5.2% | 1.0% | 26.1% | i | -8.9% | 14.7 | 3.9%

# (next part)
SMILES	MCF10A rerep	HT1080 IDH1KD tx	HepG2 viability	KB-3-1 tox	HT1080NT lethal	S2 tox	SW480 rerep	IL1B secr inh	ATXN2 expr inh
Nc1c2c(nc3sc4c(c13)CCCCC4)CCCC2	?	?	-14.2%	29.1µM*	?	?	-2.2%	-82.7*	-13.6%
c1cnc(N2CCNCC2)nc1	?	5.1%	0.4%	0.0%	20.2%	i	7.9%	8.0	1.6%
CC(=O)Nc1ccccc1C(=O)OCc1ccccc1F	-1.3%	-0.6%	-15.8%	-2.9%	5.7%	i	3.5%	11.6	31.8%
Cc1ccc2c(c1)N(C(=O)CCC(=O)N1CCC3(CC1)OCCO3)CC(C)O2 (stereo not given)	0.1%	8.5%	-3.6%	0.0%	0.5%	?	-20.9%	-12.1	·
CN1CCc2nc3sc(C#N)c(N)c3c(-c3cccs3)c2C1	2.6%	-5.8%	-1.4%	15.5%	-1.5%	i	3.8%	-8.2	-19.3%
CN1C(=O)C(Cc2ccc(OCc3ccccc3)cc2)C(=O)N(C)C1=O	3.2%	9.5%	-15.6%	0.3%	1.3%	i	-5.6%	-8.2	·
CCN(C(=O)CN1CC=C(c2ccccc2)CC1)c1c(N)n(Cc2ccccc2)c(=O)[nH]c1=O	16.1%	-6.2%	3.3%	20.2%	-6.2%	i	9.9%	-11.5	-16.6%[11.3 µM]
COc1ccc(CCNCc2sccc2C)cc1OC	?	2.7%	-1.5%	1.8%	-2.3%	i	1.9%	-22.7	2.2%
CN1CCCC(C(=O)c2ccccc2)C1 (stereo not given)	-2.2%	15.7%	-7.5%	10.7%	14.1%	i	0.3%	-8.7	-2.5%
Cc1ccc(/C=C2/C(=O)NC(=O)N(CC3CCCO3)C2=O)s1 (stereo not given)	8.3%	8.1%	0.4%	0.2%	3.0%	i	-2.1%	2.2	11.4%
COc1ccc(CC2C(=O)NC(=O)NC2=O)c(OC)c1	-3.9%	15.9%	-7.8%	-4.4%	14.2%	i	2.2%	10.3	22.9%
CC(C)(C)OC(=O)c1c(N)n(Cc2ccco2)c2nc3ccccc3nc12	?	-5.4%	0.7%	7.9%	-8.7%	i	?	?	4.4%
Cc1c(Cl)cccc1NC(=S)N1CC2CC(C1)c1cccc(=O)n1C2 (stereo not given)	-1.4%	0.0%	-9.8%	6.0%	-5.0%	i	-6.0%	15.6	-0.2%
C=CCn1c(O)c(C(C)=NCCC2=CCCCC2)c(=O)[nH]c1=O	-179.5%[0.0737 µM]	1.4%	-7.0%	-4.9%	1.1%	i	-7.5%	26.4	0.4%
COc1ccccc1CNCCc1ccc(F)cc1	?	-22.2%	-24.4%	0.0%	-20.8%	i	-5.0%	0.0	-28.3%
COc1ccc(CN2CCN(Cc3ccccc3)CC2)c(OC)c1	?	-22.6%	-12.3%	-16.1%	-14.7%	i	16.7%	-8.1	-11.9%
COP(=O)(OC)c1nc(-c2cccc3ccccc23)oc1N1CCCCC1	20.6µM*	4.4%	-1.0%	-16.7%	5.0%	·	?	-0.7	·
COc1ccc(CC(C)NCCc2ccc(OC)c(OC)c2)cc1 (stereo not given)	?	-14.4%	-1.2%	16.4%	-16.6%	i	-5.8%	-9.4	-8.2%
Cc1cccc(Cn2cccc(C(=O)Nc3nc4ccccc4s3)c2=O)c1	·	·	-8.6%	-14.6%	·	i	·	·	49.6%[activator]
COc1ccc(C2=CC(c3ccc(OC)c(OC)c3)c3c(c4ccccc4oc3=O)O2)cc1OC (stereo not given)	2.91µM*	?	-0.9%	?	?	?	13µM*	17.4	·
CCOC(=O)[C@]12Cc3cc(OC)ccc3[C@H]1N(C1CCCCC1)C(=O)c1ccccc12	·	2.31µM*	·	3.26µM*	2.59µM*	7.08µM*	·	-121.7*	4.47µM*
COc1cc2c(ccc3c4cc(OC)c(OC)cc4c[n+](C)c23)cc1O	-16.6%	?	5.6%	?	-25.2%	i	-5.9%	-19.7	?
O=C(Nc1cccnc1)c1ccc(Cl)c(S(=O)(=O)N2CCCCCC2)c1	7.8%	?	-16.8%	7.1%	?	i	5.9%	-21.1	15.4%
C=CCn1c(O)c(C(CC)=Nc2cccc(C(=O)O)c2)c(=O)[nH]c1=O	2.7%	3.9%	4.9%	-2.1%	12.3%	i	19.7%	50.4	12.6%
